12-LOX inh – Primary qHTS assay for inhibitors of human arachidonate 12S-lipoxygenase (ALOX12): Round 2; Polyunsaturated fatty acid lipoxygenase ALOX12 (Homo sapiens), P18054; actives 1.1% (n = 580,000); purified 12hLO, xylenol orange hydroperoxide absorbance; Potency, µM (doses to about 108 µM), for inactives: at the top dose activity change, negative = inhibition, actives largely listed as inhibitors; AID 1671190, 2021; also: % is scaled to controls: 0 for no effect and ±100 for the full control effect
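Purified human 12hLO (150 nM final) in 25 mM Hepes, 0.01% Triton X-100, pH 7.0 was preincubated 15 min at room temperature with compound. Then 40 uM arachidonic acid was added, 30 min. Hydroperoxide was read by Fe-XO absorbance ratio 573/405 nm.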
GLS inhibitor – qHTS for Inhibitors of Glutaminase (GLS). Glutaminase kidney isoform, mitochondrial (Homo sapiens), O94925. GLS enzymatic activity, qHTS titration. Potency, µM (highest dose often 45.5 µM), without a hit: at the highest dose activity change, negative = inhibition, most hits filed as inhibitors. actives 0.21% (n = 410,000). AID 624170, 2012; also: % is scaled to controls: 0 for no effect and ±100 for the full control effect
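hKGA in 45 mM KH2PO4 pH 8.2, 0.02% Tween-20 with pin-transferred compounds; 1 mM L-glutamine (stock) plus glutamate oxidase/HRP/Amplex Red coupling added. Fluorescence read initially and after 30 min at RT.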
TrxR1 inh – qHTS Assay for Inhibitors of Mammalian Selenoprotein Thioredoxin Reductase 1 (TrxR1): qHTS; Thioredoxin reductase 1, cytoplasmic (Rattus norvegicus), O89049; recombinant rTrxR1, NADPH fluorescence consumption, selenite substrate; Potency, µM (doses to about 114 µM), for inactives: at the top dose activity change, negative = inhibition, most hits filed as inhibitors; actives 1% (n = 390,000); AID 588453, 2011; also: % is scaled to controls: 0 for no effect and ±100 for the full control effect; nearly all actives have a fitted effect of over 65% in size
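Rat TrxR1 (90 nM in the dispensed reagent) was pre-reduced with 400 uM NADPH for 5 min at room temperature, then incubated with compound for 15 min. After 400 uM selenite was added, NADPH fluorescence (Ex 340/Em 450 nm) was followed for 8 min.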
JMJD2A Tudor inh – qHTS Assay for Inhibitors of JMJD2A-Tudor Domain; Lysine-specific demethylase 4A (Homo sapiens), O75164; AlphaScreen JMJD2A-Tudor / H3K4me3 peptide binding; Potency, µM (highest dose often 114 µM), inactives show at the top dose activity change, negative = inhibition, most hits filed as inhibitors; actives 4.4% (n = 390,000); AID 504339, 2011; also: % is scaled to controls: 0 for no effect and ±100 for the full control effect; nearly all actives have a fitted effect of over 50% in size
RGS4 inh – Inhibitors of Regulator of G Protein Signaling (RGS) 4: qHTS. Regulator of G-protein signaling 4 (Homo sapiens), P49798. Transcreener GDP fluorescence polarization, RGS4-accelerated GTP hydrolysis. Potency, µM (highest dose often 114 µM), for inactives: at the top dose activity change, negative = inhibition, actives largely listed as inhibitors. actives 0.039% (n = 390,000). AID 504845, 2011; also: % is scaled to controls: 0 for no effect and ±100 for the full control effect; nearly all actives have a fitted effect of over 75% in size; some results filed as inactive show a strong effect at the top dose
Target sequence (P49798 whole entry, looked up): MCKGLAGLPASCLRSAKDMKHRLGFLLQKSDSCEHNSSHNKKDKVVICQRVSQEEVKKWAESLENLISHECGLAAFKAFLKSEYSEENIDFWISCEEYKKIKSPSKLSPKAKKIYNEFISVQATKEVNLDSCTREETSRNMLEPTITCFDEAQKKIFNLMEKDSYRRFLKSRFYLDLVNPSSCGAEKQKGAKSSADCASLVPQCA
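MLSMR compounds (23 nl, pin-transferred) preincubated 10 min at room temperature with a 500nM (2x) first reagent, then RGS4 at 900nM (2x) plus Transcreener GDP mix added; fluorescence polarization (620/688 nm) read before and after 90 min at 30 °C.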
Tb PGK inh – qHTS Assay to Find Inhibitors of Phosphoglycerate Kinase; Phosphoglycerate kinase, glycosomal (Trypanosoma brucei brucei), P07378; PGK/GAPDH coupled, Kinase-Glo luminescence, 60 min; Potency, µM (doses to about 57.5 µM), without a hit: at the top dose activity change, negative = inhibition, most hits filed as inhibitors; actives 0.043% (n = 380,000); AID 602233, 2012; also: % is scaled to controls: 0 for no effect and ±100 for the full control effect; nearly all actives have a fitted effect of over 60% in size
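Recombinant glycosomal PGK reaction used 1,3-bisphosphoglycerate generated in-well by GAPDH (100nM final) in 100mM TEA pH 7.6, 5mM MgCl2, 0.01% Tween-20. After 60 minutes at room temperature, ATP was read by Kinase-Glo Plus luminescence end-point.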
ERG-DNA inh – qHTS for Small Molecule Inhibitors of the ERG Ets/DNA interaction; fluorescence polarization, His-ERG Ets domain / labelled DNA; Potency, µM (top dose mostly 76.9 µM), without a hit: at the top dose FP activity, negative = inhibition, actives largely listed as inhibitors; actives 0.028% (n = 370,000); AID 624246, 2012; active = well fitted inhibition curve with a large enough effect in the polarisation, with a control signal flat; inconclusive = small, poorly fitted or top-dose-only effect, or effect the other way, or a change in a side signal; inactive = no such curve, though single readings can be large or run the other way; the % refers to the polarisation;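 also: polarization taken with two DNA probes labelled with fluorescein and Texas red; % of control where 0% means no effect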
Target sequence (P11308 whole entry, looked up, the tested form may be a part): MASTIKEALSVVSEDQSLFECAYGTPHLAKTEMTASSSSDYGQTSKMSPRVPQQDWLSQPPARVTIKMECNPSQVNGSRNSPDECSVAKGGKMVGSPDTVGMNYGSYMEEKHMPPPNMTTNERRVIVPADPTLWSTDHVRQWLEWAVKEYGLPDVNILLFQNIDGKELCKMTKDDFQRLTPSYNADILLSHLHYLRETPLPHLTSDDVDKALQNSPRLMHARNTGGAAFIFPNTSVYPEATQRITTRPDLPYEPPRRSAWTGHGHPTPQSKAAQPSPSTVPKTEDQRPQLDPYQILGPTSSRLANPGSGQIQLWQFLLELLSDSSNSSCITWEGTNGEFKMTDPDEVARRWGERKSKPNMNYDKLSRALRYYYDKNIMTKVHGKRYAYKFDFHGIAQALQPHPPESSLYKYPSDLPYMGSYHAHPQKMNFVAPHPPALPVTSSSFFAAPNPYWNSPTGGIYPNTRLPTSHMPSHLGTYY
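His-tagged ERG Ets domain (1 uM in the protein solution; 300mM KCl, 50mM Tris-HCl, 1mM EDTA, 1mM DTT, pH 7.5) received compound, then a probe mix of 5 nM fluorescein-DNA and 100nM Texas-615-DNA. Fluorescence polarization was read for both dyes.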
Pin1 inhibitor – qHTS Assay to Find Inhibitors of Pin1. Pin1 FP peptide displacement, HiFluor488, 10 min. Potency, µM (doses to about 115 µM), without a hit: at the top dose activity, negative = inhibition, most hits filed as inhibitors. actives 0.009% (n = 390,000). Peptidyl-prolyl cis-trans isomerase NIMA-interacting 1 (Homo sapiens), Q13526; active = well fitted inhibition curve with a large enough effect in the polarisation, with a control signal flat, not every such curve was filed as active; inconclusive = small, poorly fitted or top-dose-only effect, or effect the other way, or a change in a side signal; inactive = no such curve, though single readings can be large or run the other way; the % refers to the polarisation; also: % is scaled to controls: 0 for no effect and ±100 for the full control effect
Target sequence (Q13526 whole entry, looked up): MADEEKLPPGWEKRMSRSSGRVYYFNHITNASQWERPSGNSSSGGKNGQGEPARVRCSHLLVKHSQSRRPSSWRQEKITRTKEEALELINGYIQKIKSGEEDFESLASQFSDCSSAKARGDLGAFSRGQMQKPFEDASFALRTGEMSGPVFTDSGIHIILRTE
HP1b binding inh – HTS for Inhibitors of HP1-beta Chromodomain Interactions with Methylated Histone Tails; AlphaScreen HP1-beta / biotin-H3K9me3 peptide binding; Potency, µM (top dose mostly 114 µM), inactives show top-dose activity change, negative = inhibition, hits mostly inhibitors; actives 0.56% (n = 390,000); AID 540317, 2011; also: nearly all actives have a fitted effect of over 70% in size; inactives centre near 23
Target sequence (P83916 whole entry, looked up): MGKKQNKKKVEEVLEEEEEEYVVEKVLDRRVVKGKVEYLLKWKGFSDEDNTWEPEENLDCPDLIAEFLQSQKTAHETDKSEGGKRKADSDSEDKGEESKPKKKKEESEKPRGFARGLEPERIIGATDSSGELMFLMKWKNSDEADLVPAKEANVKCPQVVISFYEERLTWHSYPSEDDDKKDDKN
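HP1-beta protein (50 nM final) preincubated 30 min at room temperature with biotinylated H3(1-18)K9me3 peptide (50 nM) in PBS pH 7.4, 0.01% Tween-20, then compound added for 30 min. AlphaScreen streptavidin donor/nickel chelate acceptor beads (10 ug/mL final), 30 min dark, luminescence read.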
Active calls of the source: *; i = inactive; ? = inconclusive; / = not tested or not shown; & = joins results of further samples; [ ] = another dose, or the depositor's remark. Unless noted, calls follow the shape of the dose curve; as a rule, active = well fitted curve in the direction sought with a large enough effect; inconclusive = small, poorly fitted or top-dose-only effect, or another doubt; inactive = no such curve, though single readings can be large; an effect the other way counts as inactive or inconclusive. Potency is read from the fitted curve at half-maximal effect. An excerpt, so the mix of outcomes need not match the whole.

#	12-LOX inh	GLS inhibitor	TrxR1 inh	JMJD2A Tudor inh	RGS4 inh	Tb PGK inh	ERG-DNA inh	Pin1 inhibitor	HP1b binding inh	compound
1	1%	/	3%	18%	-23%	i	6%	0%	31%[activator]	COc1ccc(CN(Cc2cccnc2)C(=S)NCCc2ccccc2)cc1OC
2	6%	1%	10%	-9%	-13%	-8%	/	3%	29%	CCOC(=O)c1cc2sc(C)cc2n1CC(=O)N1CCOCC1
3	?	-2%	-18%	-28%	-5%	-7%	48%[activator]	83%[activator]	31%	COc1cc(/C=C2\SC(=Nc3ccccc3OC)NC2=O)ccc1O
4	-9%	12%	23%	22%	-23%	-6%	-4%	-10%	54%[activator]	COc1ccc(N2CCN(C(=O)CCc3nnc4ccc(N5CCCC5)nn34)CC2)cc1
5	-14%	0%	0%&-4%	?	-37%	i	4%	1%	20%	O=C(Nc1nccs1)[C@@H]1CC=C[C@@H]2CCN(Cc3ccccc3)C(=O)[C@@H]21
6	14%[57.4 µM]	19%	24%	-18%	-12%	-2%	5%	7%	26%	Cc1cccc(NS(=O)(=O)c2nnc(NC(=O)c3ccc(Cl)cc3)s2)c1
7	0%	0%	6%	-2%	1%	2%	0%	2%	32%	CCN(CC)C(=O)c1ccc(NS(=O)(=O)c2ccc3[nH]c(=O)[nH]c3c2)cc1
8	-4%	0%	28%	-19%	11%	3%	0%	5%	11%	O=C(NCc1ccco1)c1ccc2c(c1)N(Cc1ccccc1F)C(=O)c1ccccc1S2=O (stereo unspecified)
9	-3%[57.4 µM]	-7%	11%	-21%	-15%	-6%	-11%	-2%	23%	O=C(NCCc1ccc(Cl)cc1)c1cnc2n(c1=O)CCS2
10	?	32%[activator]	22%	-6%	12%	0%	-6%	-11%	11%	O=S(=O)(Nc1ccccc1O)c1ccc(Cl)nc1
11	2%[57.4 µM]	-6%	19%	-26%	?	7%	4%	4%	-9%	COC(=O)c1c(NC(=O)Cc2ccccc2)sc2c1CC(C)(C)NC2(C)C
12	-10%	8%	0%	-12%	11%	4%	2%	2%	24%	CCCCc1ccc(S(N)(=O)=O)cc1
13	17%	-1%	-7%	-16%	-12%	4%	-6%	-9%	45%[activator]	COc1ccc(CN2CCNC(=O)C2CC(=O)NC2CCOCC2)cc1C (stereo unspecified)
14	3%	15%	-9%[57.1 µM]	89µM*	-2%	-7%	-15%	-6%	23%	CC(N)C(=O)NC(C(=O)N1CCCC1C(=O)NC(c1ccccc1)c1ccccc1)C(C)C (stereo unspecified)
15	-9%	10%	6%	-16%	-13%	6%	-2%	23%	?	CCc1ccc(C(=O)CSc2nc3cc(S(=O)(=O)N4CCOCC4)ccc3n2CC)cc1

The list goes on:
#	12-LOX inh	GLS inhibitor	TrxR1 inh	JMJD2A Tudor inh	RGS4 inh	Tb PGK inh	ERG-DNA inh	Pin1 inhibitor	HP1b binding inh	compound
16	25%	1%	3%	8%	-9%	-10%	4%	1%	70%	N#Cc1cccc(NC(=O)CCC2CCCC2)c1
17	?	18%	-23%	-24%	-5%	-3%	2%	1%	18%	COC(=O)C(NC(=O)c1ccc(Cl)cc1)(Nc1nc(C)cs1)C(F)(F)F (stereo unspecified)
18	-7%&11%	0%	11%[57.1 µM]	?	1%[56.9 µM]	3%	-1%	-5%	24%	COc1ccccc1C(=O)N/C(=C\c1cn(S(=O)(=O)N(C)C)c2ccccc12)C(=O)N1CCCC1
19	50µM*	-2%	?	?	4%	1%	13%	10%	-12%	COc1cccc(C#Cc2c(CO)[nH]c3ccccc23)c1
20	?	3%	-9%	-16%	2%	4%	1%	-1%	42%[activator]	COCCCNC(=S)N/N=C/c1ccc(O)cc1
21	-21%	13%	-9%	-5%	-22%	-2%	7%	-2%	21%	Cc1cc(C)c2c(CC(=O)O)coc2c1
22	?	0%	-10%	-6%	8%	-14%	8%	-12%	43%	Cc1occc1C(=O)Nc1ccc2c(c1)OCO2
23	-9%	-12%	13%[57.1 µM]	15%	-11%	i	3%	-11%	74%[activator]	CCCCCCNC(=O)Cc1ccc(Br)cc1
24	-11%	0%	20%	-3%	6%	3%	1%	6%	30%	Cc1cc(OCC(=O)OCC(=O)Nc2ccc(Cl)cn2)ccc1Cl
25	?	1%	-1%[57.1 µM]	-10%[57.1 µM]	-26%	8%	-12%	-14%	-10%	CC(=O)c1ccc(NC(=S)NNC(=O)c2ccccc2[N+](=O)[O-])cc1
26	?	10µM*	-27%[57.1 µM]	13µM*	29%	2%	6%	12%	-17%	CC(=O)C1=C(c2ccccc2)NC(=O)NC1c1ccc(O)c(O)c1 (stereo unspecified)
27	-4%	11%	8%	?	7%	-7%	5%	-2%	2%	CC(=O)Nc1ccc(S(=O)(=O)Nc2cc(C)c(-n3nc4ccccc4n3)cc2O)cc1
28	0%	-2%	16%	-4%	6%	0%	1%	-3%	25%	COC(=O)CCSC(=S)N1CCOCC1
29	0%	-13%	-10%	-12%	20%	0%	-6%	-1%	6%	CCCc1nc(SCC(=O)Nc2cc(C)on2)c2ccccc2n1
30	3%	0%	8%	?	1%	i	0%	11%	20%	CCOc1ccc(OCCC(=O)OCC(=O)Nc2cc(S(=O)(=O)N3CCOCC3)ccc2OC)cc1

Sorted by number of heavy atoms (low to high): eight of the compounds above
#	12-LOX inh	GLS inhibitor	TrxR1 inh	JMJD2A Tudor inh	RGS4 inh	Tb PGK inh	ERG-DNA inh	Pin1 inhibitor	HP1b binding inh	compound
21	-21%	13%	-9%	-5%	-22%	-2%	7%	-2%	21%	Cc1cc(C)c2c(CC(=O)O)coc2c1
23	-9%	-12%	13%[57.1 µM]	15%	-11%	i	3%	-11%	74%[activator]	CCCCCCNC(=O)Cc1ccc(Br)cc1
22	?	0%	-10%	-6%	8%	-14%	8%	-12%	43%	Cc1occc1C(=O)Nc1ccc2c(c1)OCO2
19	50µM*	-2%	?	?	4%	1%	13%	10%	-12%	COc1cccc(C#Cc2c(CO)[nH]c3ccccc23)c1
24	-11%	0%	20%	-3%	6%	3%	1%	6%	30%	Cc1cc(OCC(=O)OCC(=O)Nc2ccc(Cl)cn2)ccc1Cl
17	?	18%	-23%	-24%	-5%	-3%	2%	1%	18%	COC(=O)C(NC(=O)c1ccc(Cl)cc1)(Nc1nc(C)cs1)C(F)(F)F (stereo unspecified)
27	-4%	11%	8%	?	7%	-7%	5%	-2%	2%	CC(=O)Nc1ccc(S(=O)(=O)Nc2cc(C)c(-n3nc4ccccc4n3)cc2O)cc1
30	3%	0%	8%	?	1%	i	0%	11%	20%	CCOc1ccc(OCCC(=O)OCC(=O)Nc2cc(S(=O)(=O)N3CCOCC3)ccc2OC)cc1

The results go on.
#	12-LOX inh	GLS inhibitor	TrxR1 inh	JMJD2A Tudor inh	RGS4 inh	Tb PGK inh	ERG-DNA inh	Pin1 inhibitor	HP1b binding inh	compound
31	/	21%	14%	-7%	-2%	7%	3%	3%	37%	Cn1nccc1NC(=O)Nc1ccccc1
32	?	-3%	5%	-26%	?	/	-1%	28%	35%	COc1cc(/C=C(\C#N)c2nc3ccccc3[nH]2)ccc1OCc1cccc(C(F)(F)F)c1
33	-13%	-5%	29%[57.1 µM]	-22%	-19%	-3%	9%	5%	-7%	CCOC(=O)c1cc(-c2ccccc2)n(CCC(=O)NCc2ccccc2Cl)c1C
34	9%	0%	1%	5%[57.1 µM]	-46%	-1%	-7%	17%	38%	Cc1ccc(-c2nnc(Nc3ccc(C(N)=O)cc3)c3ccccc23)cc1S(=O)(=O)NCC1CCCO1 (stereo unspecified)
35	-23%	-13%	18%[57.1 µM]	-34%	17%	-4%	-4%	?	58%[activator]	O=C(Nc1nc2ccccc2s1)C1CC(=O)N(c2ccc(Cl)cc2)C1 (stereo unspecified)
36	?	-11%	-66%	-5%[11.4 µM]	-44%	0%	51%[activator]	-10%	-24%	COc1cc(/C=C2/C(C)=C(C#N)c3nc(N)c(C#N)c(C)c32)ccc1OCC(=O)O
37	1%	-1%	-16%	-10%	-15%	/	-12%	-4%	33%	CCn1cnc2scc(-c3ccc(C)c(C)c3)c2c1=O
